# Assay outcomes (PubChem BioAssay)
# HDAC3 inhib – HDAC3 deacetylase inhibitors, primary screen, biochemical, fluorescence, cell-free homogeneous; 0.15% of 320,000 active; AID 2718, 2010; recombinant HDAC3, fluorogenic peptide/trypsin coupled; Histone deacetylase 3 (Homo sapiens), O15379; inhibition, % at 8.3 µM; in the data active means inhibition above about 26%, passing the limit was not always enough; inconclusive means no clear call, values can overlap the other calls
# Target sequence (O15379 whole entry, looked up): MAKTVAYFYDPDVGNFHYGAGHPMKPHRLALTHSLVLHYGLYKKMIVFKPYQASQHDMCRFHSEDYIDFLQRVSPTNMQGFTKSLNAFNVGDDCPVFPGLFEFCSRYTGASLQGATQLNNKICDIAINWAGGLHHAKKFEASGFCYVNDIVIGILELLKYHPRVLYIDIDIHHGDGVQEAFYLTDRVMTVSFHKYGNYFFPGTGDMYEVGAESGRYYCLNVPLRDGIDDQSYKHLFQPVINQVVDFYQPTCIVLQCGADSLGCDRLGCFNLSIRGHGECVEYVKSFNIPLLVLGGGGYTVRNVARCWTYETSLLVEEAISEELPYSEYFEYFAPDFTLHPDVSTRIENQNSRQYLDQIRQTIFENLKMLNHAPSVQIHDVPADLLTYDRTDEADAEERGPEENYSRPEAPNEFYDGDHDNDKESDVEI
# HSF1 inh – HSF1 inhibitors in luciferase reporter cells, primary screen, cell-based, NIH3T3, luminescence; AID 2098, 2009; NIH3T3-HGL HSE-luciferase, MG132-induced, luminescence 8 h; hits give low values; activity change, negative = inhibition, % at 7.5 µM (by protocol); 0.77% of 300,000 active;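 active means more than half of replicate wells show activity change below -50%, luminescence cut by over half; inconclusive means some wells, but at most half, below -50%; inactive means no replicate well below -50%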;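 further: luciferase reports HSF-1 transcriptional activity via heat shock element; 0% = median of DMSO wells and -100% = zero luminescence signal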
# Platelet DG rel – inhibitors of platelet dense granule secretion, primary screen, cell-based, MLPCN, human platelets; human platelet-rich plasma, SFLLRN dense granule ATP release, luminescence; 0.22% of 300,000 active; inhibition, %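 (compounds screened at 7.5 µM in platelet-rich plasma)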; AID 1663, 2009;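 active means mean replicate score, as percent of positive control, at or above 50; inconclusive means mean below 50 but at least one replicate at or above 50; inactive means mean and every replicate below 50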
# IEC-6 tox – cytotoxicity in IEC-6 intestinal epithelial cells, primary screen, cytotoxicity control for KLF5 inhibitor project, cell-based, luminescence; IEC-6 cytotoxicity, luminescence viability; inhibition, % at 5 µM; 0.78% of 290,000 active; in the data active means inhibition above about 22%;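 further: 0% = plate median of test compound wells and 100% = cytotoxic reference compound wells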
# AI-2 QS modul – Vibrio harveyi AI-2 quorum sensing modulators, primary screen, JMH597 strain, luminescence/OD600 ratio. AID 2094, 2009. 0.4% of 300,000 active. Vibrio harveyi JMH597 AI-2 luminescence/OD600 ratio, 9 h; hits give low values; strain lacks LuxN and CqsS sensors; 0 = neutral-control median. activity change, % at 7.5 µM; in the data active means activity change below about -75%, passing the limit was not always enough; inconclusive means no clear call, values can overlap the other calls;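 further: luminescence divided by OD600 gain over 9 h not by final OD600 alone; inactives centre near 13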
# HSF-1 act – HSF-1 activators, primary screen, NIH3T3-HGL cells, MG132 stress, luminescence, single point. activation, % at 9 µM. NIH3T3-HGL HSF-1 luciferase reporter, 8 h; 100% = twice DMSO control signal. AID 504408, 2011. 1.7% of 300,000 active;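 active means mean replicate activation of at least 50% with a set share of replicates each reaching 50%; inconclusive means only one of those two conditions met; inactive means mean below 50% and too few replicates reaching it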;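 further: 0% = median of the neutral control wells and 100% = twice that signal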
# HIF activator – HIF pathway transcriptional activators, primary screen, cell-based, U2OS HRE-luciferase, luminescence; activation, % at 7.5 µM (by protocol); AID 1910, 2009; 0.32% of 300,000 active; U2OS HRE-luciferase reporter; normalized: DMSO 0%, desferrioxamine 100%;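 active means mean activation of at least 10% of the iron chelator positive control signal, with at least half of replicates also reaching 10%; inconclusive means mean and replicate majority disagree about reaching 10%; inactive means mean and most replicates under 10%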
# aSyn UTR inh – MLPCN primary screen, SNCA 5' untranslated region. AID 1813, 2009. alpha-synuclein 5'UTR reporter, inhibitor activity. inhibition, % (tested at 7.5 µM). 0.82% of 300,000 active; in the data active means inhibition above about 60%; inconclusive means no clear call, values can overlap the other calls;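 further: H4 neuroglioblastoma cells stably carrying SNCA 5'UTR luciferase fusion; 0% = DMSO wells and 100% = positive control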
# HSP90 refold inh – HSP90 inhibitors, primary screen, cell lysate, luminescence; Heat shock protein HSP 90 (rabbit reticulocyte lysate; luciferase refolding); Rabbit reticulocyte lysate, luciferase refolding luminescence, 3 h; inhibition, % at 5.6 µM; 0.91% of 290,000 active; AID 1789, 2009;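 active means inhibition above the screen-wide mean plus 3 SD, computed separately per campaign, cut at about 16% in these data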;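 further: 0% = DMSO wells and 100% = 60 µM geldanamycin wells; inhibitors lower the luminescence because luciferase stays unfolded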
# KLF5 inhibitor – KLF5 expression inhibitors, primary screen, DLD-1 cells, luminescence; DLD-1 KLF5 promoter-luciferase reporter; 0.23% of 290,000 active; inhibition, % at 5 µM; AID 1700, 2009;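 active means inhibition above a per-plate limit of that plate's mean compound inhibition plus 3 SD, cut at about 60% in these data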;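 further: 0% = DMSO wells and 100% = LY294002 at 200 µM; higher means less KLF5 promoter-driven luciferase light; inactives centre near -14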
# Starred values were filed as active, the others as inactive; ? = inconclusive; . = no result given.
SMILES,HDAC3 inhib,HSF1 inh,Platelet DG rel,IEC-6 tox,AI-2 QS modul,HSF-1 act,HIF activator,aSyn UTR inh,HSP90 refold inh,KLF5 inhibitor
CCCN=C1CC(C)(C)CC(=O)/C1=C(/O)CCCN1C(=O)c2ccccc2C1=O,2,0,0,4,37,-10,-0.3,8,2,-22
COc1ccc2c(c1)CCc1c(C(=O)NCCc3ccc(OC)c(OC)c3)noc1-2,-5,7,4,-4,.,11,0.0,28,0,-16
Cc1ncoc1C(=O)Nc1cccc(Cl)c1,7,15,13,-1,11,20,1.6,-92,-4,-13
CC(Sc1ccccc1)C(=O)Nc1cccc(N(C)S(C)(=O)=O)c1 (stereo unspecified),2,0,-3,-1,15,9,0.1,1,-4,-9
O=C(NCCCc1ccccc1)[C@@H]1Cc2ccccc2CN1,-3,-3,-3,-4,-18,4,0.5,4,-2,-18
C=CCOC(=O)Nc1c(C(=O)OC)[nH]c2ccccc12,2,.,.,6,.,.,.,.,-1,3
COc1cccc2sc(N3CCN(C(=O)c4ccc([N+](=O)[O-])o4)CC3)nc12,1,30,5,.,21,34,?,-110,.,.
COc1ccc(/C(C)=N\NC(=O)c2ccc3c(c2)OCO3)cc1OC,-4,12,13,3,32,19,5.0,-13,-2,-47
CC(C(=O)N1CCN(C)CC1)N1C(=O)c2ccccc2C1=O (stereo unspecified),-2,1,-1,4,7,-2,-0.1,0,0,-20
Nc1nc(CSC(=S)N2CCOCC2)nc(Nc2ccc(F)cc2)n1,1,16,0,2,25,35,2.5,-70,1,-7
O=C(CSc1nnc(-c2ccccc2)c(-c2ccccc2)n1)Nc1ncc(Cl)cc1Cl,5,22,13,0,42,21,0.7,-9,-3,-15
COC(=O)c1sc(N)c(C(=O)OC)c1CSc1nnc(-c2ccccc2Cl)n1C,2,1,5,3,24,-10,-0.3,12,-2,-4
O=C(CCCl)N1CCN(c2nc(-c3ccccc3)cs2)CC1,-1,-2,0,0,5,13,1.6,-42,-3,-135
NC(=O)c1ccccc1NC(=O)Nc1cccc2ccccc12,2,12,-15,1,10,17,-0.5,-6,-1,9
CCOC(=O)c1c(-c2ccccc2)csc1NC(=O)CSc1nc(N)cc(N)n1,8,-2,-1,9,27,-7,-0.5,46,-1,-29
CCOC(=O)/C(C(=O)Nc1ccc(Br)cc1)=C1/NC(C)(C)Cc2ccccc21,0,12,3,1,17,28,0.4,-55,-3,-33
COc1cc2c(cc1OC)CN(C(=O)c1oc3ccccc3c1C)CC2,8,-16,5,5,15,-17,-0.2,-1,0,12
O=[N+]([O-])c1ccc(-c2cn(-c3ccccc3)c(=S)[nH]2)cc1,4,17,-11,0,6,30,2.5,-101,-2,-45
CCN(CC)S(=O)(=O)c1cccc(C(=O)Nc2cc(C)on2)c1,-8,-2,-2,5,27,-20,-9.4,-22,-4,-19
CC(NCCOCCOc1ccccc1)c1ccccc1 (stereo unspecified),-3,-3,0,4,-5,-12,1.0,8,-1,-22
COc1ccc(OC)c(/C=N\NC(=O)c2ccc(-c3ccccc3)cc2)c1,-8,.,.,5,-2,.,.,.,1,-18
Cc1ccc(NC(=O)CCC(=O)NNC(=O)c2cccs2)c(C)c1,1,-6,7,0,8,0,-0.3,30,-2,-15
CCc1ccc2nc(N)sc2c1,-1,16,2,2,14,20,0.6,-45,-1,-62
C=CCOc1cccc(CNn2nnnc2N)c1,2,1,-2,-4,2,0,-0.2,-18,-4,-19
CCOC(=O)N1CCC(N(CCOC)C(=O)Nc2ccc(C)c(C)c2)CC1,-1,-13,-3,-2,4,-17,-0.3,13,-1,-8
COc1ccc(-c2cc(=NC(CC(C)C)C(=O)O)c3cc(C)ccc3o2)cc1 (stereo unspecified),.,28,-3,0,-2,44,0.1,-153,6,-204
Cn1c(C(F)(F)F)nc2c(=O)oc3ccccc3c21,3,-3,0,-3,20,-3,-0.3,-4,0,4
CCOC(=O)c1c(-c2cccc([N+](=O)[O-])c2)cn2ccccc12,-1,13,10,-1,6,20,0.0,17,0,-5
COc1ccc(-c2nn(-c3ccccc3)cc2C(=O)O)cc1N,-2,-4,5,8,.,-8,-2.1,3,0,-12
Cc1nc(CCNC(=O)CC2C(=O)NCCN2Cc2ccoc2)nc2c1CCCC2 (stereo unspecified),-2,-11,5,0,12,3,-0.1,21,2,8
Cc1cc2oc(C(=O)N3CCN(Cc4ccccc4)CC3)c(C)c2cc1C,12,-2,0,.,11,18,1.1,-4,.,.
COCCn1cnnc1SCC(=O)Nc1cccc(S(=O)(=O)N(C)c2ccccc2)c1,-1,0,6,-5,0,4,-0.1,11,1,1
COc1ccc(C(=O)NC(=S)Nc2ccc(N3CCCC3)cc2)cc1OC,0,-6,-1,-4,22,0,0.0,9,0,-19
COc1ccc(CCNC(=O)c2ccc(CNS(=O)(=O)c3ccc(C(C)(C)C)cc3)cc2)cc1OC,-5,15,-6,-1,4,11,0.3,-5,2,3
N#Cc1c(-c2ccccc2)ccn(Cc2cccc(Cl)c2)c1=O,-10,-1,25,6,3,1,-0.3,-3,3,-12
Cn1c(CN2CCOCC2)nc2cc(NC(=O)c3ccccc3Cl)ccc21,3,-5,-2,4,11,-12,-0.1,-12,6,-2
COc1ccccc1CCNC(=O)Cn1ccc2cc(S(=O)(=O)N3CCCC3)ccc21,1,1,-3,0,40,10,.,-3,-1,0
CCCc1nc(SCC(=O)Nc2nccs2)c2ccccc2n1,-3,25,1,4,.,27,-0.4,-19,2,3
COc1ccc(Cl)cc1S(=O)(=O)N1CCN(C(=O)COc2ccccc2)CC1,-3,2,-12,-1,37,16,-0.2,15,4,18
Cc1ccc(S(=O)(=O)C2(C(=O)Nc3cccnc3)CC2)cc1,0,4,-18,1,24,11,-0.2,-1,-1,-14
Cc1c(Cl)cccc1NC(=S)N(C)CCC#N,7,-4,3,2,15,-4,-0.2,10,2,-11
O=C(Nc1ccccc1Cl)c1ccc(-c2ccccn2)s1,20,39,5,-2,8,68*,2.5,-120,-2,-126
COc1ccc(NC(=O)c2cc(-c3cccs3)on2)cc1,-7,14,-20,-5,26,8,1.7,-44,4,-104
O=C(CSc1nc2ncc(Cl)cc2[nH]1)c1c[nH]c2ccccc12,?,2,-3,2,13,12,0.3,22,-2,-2
COc1ccc(C2=NN(CCC(=O)NCc3ccc4c(c3)OCO4)C(=O)CC2)cc1,2,2,0,5,19,7,0.3,20,5,-10

# Full records, looked up by structure. Order of values: HDAC3 inhib	HSF1 inh	Platelet DG rel	IEC-6 tox	AI-2 QS modul	HSF-1 act	HIF activator	aSyn UTR inh	HSP90 refold inh	KLF5 inhibitor
# COc1ccc(C2=NN(CCC(=O)NCc3ccc4c(c3)OCO4)C(=O)CC2)cc1 in the list: 2	2	0	5	19	7	0.3	20	5	-10
# Cc1ccc(S(=O)(=O)C2(C(=O)Nc3cccnc3)CC2)cc1 in the list: 0	4	-18	1	24	11	-0.2	-1	-1	-14

# Carrying on:
SMILES,HDAC3 inhib,HSF1 inh,Platelet DG rel,IEC-6 tox,AI-2 QS modul,HSF-1 act,HIF activator,aSyn UTR inh,HSP90 refold inh,KLF5 inhibitor
CCC(C)NCCOc1ccc(C(C)(C)c2ccccc2)cc1 (stereo unspecified),1,12,0,14,17,18,-0.7,-8,2,-4
CN(C)/C=C(\C(=O)c1ccccc1)c1nnnn1-c1ccccc1,1,-8,-11,-6,8,-11,0.0,-15,8,4
Cc1cccc(C(C)C)c1NC(=O)c1ccc(COc2ccc3c(C)cc(=O)oc3c2)cc1,-3,17,8,-4,16,66*,-0.3,28,-3,-50
O=C1NC2NC(=O)N(C(Cc3ccccc3)C(=O)O)C2N1 (stereo unspecified),1,-3,1,4,6,-1,-0.7,8,0,6
CC(C(=O)N1CCc2ccccc21)N1CCN(Cc2ccc(Cl)cc2)CC1 (stereo unspecified),6,-10,-22,2,23,14,0.0,17,-4,-7
COc1ccc(NC2CCCN(C(=O)CSc3ccccc3)C2)cc1 (stereo unspecified),0,3,-5,-5,27,14,-0.1,4,1,-32
CC(NC(=O)c1cc2c(=O)n(C)c3ccccc3c2n1C)c1ccc2c(c1)OCCO2 (stereo unspecified),-9,-12,1,9,22,-9,-0.5,3,4,15
COCCNC(=S)N1CCN(c2nc3ccccc3s2)CC1,.,3,12,-5,13,-3,2.1,-40,-2,-25
COc1cccc(-n2c(SCC(=O)Nc3nc4ccccc4s3)nc3ccccc3c2=O)c1,.,8,4,-5,17,3,0.0,-3,9,-11
CCN(CC)c1ccc(NC(=O)c2ccc3c(c2)OCO3)c(C)c1,5,-3,4,-1,20,16,1.5,-26,0,-43
COc1ccccc1CCc1nnc(CCC(=O)NCC2CCCO2)o1 (stereo unspecified),5,-12,-2,-5,-1,-9,0.7,-3,-7,-22
COC(=O)/C=C1/S/C(=N/NC(=O)c2ccccc2C)NC1=O,1,-9,2,0,26,-1,-0.2,13,0,-3
Cc1ccc(NS(=O)(=O)c2cccc(C(=O)NN3CCOCC3)c2)cc1,-1,-7,1,5,36,-9,-0.4,6,5,5
COc1ccc(N2CCN(C(=O)COC(=O)CCc3ccccc3OC)CC2)cc1,1,-3,-3,.,21,-1,0.2,3,.,.
CCCC(c1nnnn1Cc1ccc(F)cc1)N1CCN(CC)CC1 (stereo unspecified),-2,-7,0,4,18,-9,0.3,15,1,-39
Cc1ccc(C(=O)N/N=C\c2cc3c(cc2Br)OCO3)cn1,4,-2,-13,-3,7,-11,-0.3,15,-6,-22
Cc1cc(C(=O)CSc2ccc(F)cc2)cc(C)c1OC(=S)N(C)C,4,-62*,4,1,19,-65,-0.5,2,75*,43
CCC(=O)N1CCCc2cc(S(=O)(=O)N3CCN(c4ncccn4)CC3)ccc21,-1,-6,7,-13,13,-12,-0.3,0,-2,-11
O=C(Nc1nsc(-c2ccccc2)n1)c1ccc(F)cc1,-7,-3,-2,1,-38,18,4.0,-166,-2,-101
COc1cccc(NC(=O)CN(C)C(=O)CSC(=S)N2CCCC2)c1,3,1,-14,.,26,-6,0.1,9,.,.
COC(=O)C(NC(=O)C(NC(=O)C1CCC(C)CC1)C(C)C)C(C)C (stereo unspecified),1,-13,-8,.,16,-6,-0.6,3,.,.
O=C(c1cccc2nccnc12)N1CCCC(Nc2ccc(F)c(F)c2)C1 (stereo unspecified),2,-1,-3,4,21,-10,-0.1,1,-4,-25
Cc1nc2ccccc2cc1C(=O)N/N=C/c1ccccc1[N+](=O)[O-],5,1,-4,0,14,8,0.1,-23,2,-2
O=c1ccc2ccccc2o1,-4,-3,0,8,9,-4,0.1,-3,-1,-6
COc1ccc(CNC(=O)C(OC(=O)c2ccco2)c2ccccc2)cc1 (stereo unspecified),1,-6,0,3,5,-5,0.0,-9,3,-6
O=C(CCc1nc(-c2ccc(Cl)cc2)no1)NC1CCCCC1,.,-4,-2,9,10,-2,-0.2,-7,0,2

# Hits appear at their usual frequency (roughly 5% active in at least one column).
